PfHsp90 yeast 2: inhibits growth of yeast expressing Plasmodium falciparum Hsp90 | S. cerevisiae expressing PfHsp90, BacTiter-Glo ATP, 48 h; yeast lacking PDR1 and PDR3 efflux regulators | inhibition, % at 9.4 µM | 310,000 compounds, 0.32% hits;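 active = every replicate shows inhibition above about 80%, whatever the replicate mean, limit read from the data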;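 also: 0% = DMSO neutral controls and 100% = 20 µM radicicol positive controls; yeast relying on Plasmodium falciparum Hsp90 in place of its own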
Tat export inh: inhibitors of E. coli Tat protein transport. inhibition, % at 10 µM. AID 488895. E. coli MC4100 TorA-mCherry Tat export, fluorescence. 340,000 compounds, 0.036% hits;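 active = mean replicate inhibition at least 50% and at least half of replicates individually reaching 50%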;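 also: exported cargo escapes ClpAP degradation while cytoplasmic cargo is degraded and loses fluorescence; 0% = median of neutral control wells and 100% = median of NaSCN control wells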
Rtt109 HAT inh: blocks Candida albicans Rtt109/Vps75 acetyltransferase activity | Q5AAJ8 | purified Rtt109/Vps75, ThioGlo CoA-SH fluorescence, 4 h | inhibition, % at 34.9 µM | 330,000 compounds, 0.16% hits | AID 540336;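 active = inhibition of at least 50% in every replicate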
Target sequence (Q5AAJ8 whole entry, looked up): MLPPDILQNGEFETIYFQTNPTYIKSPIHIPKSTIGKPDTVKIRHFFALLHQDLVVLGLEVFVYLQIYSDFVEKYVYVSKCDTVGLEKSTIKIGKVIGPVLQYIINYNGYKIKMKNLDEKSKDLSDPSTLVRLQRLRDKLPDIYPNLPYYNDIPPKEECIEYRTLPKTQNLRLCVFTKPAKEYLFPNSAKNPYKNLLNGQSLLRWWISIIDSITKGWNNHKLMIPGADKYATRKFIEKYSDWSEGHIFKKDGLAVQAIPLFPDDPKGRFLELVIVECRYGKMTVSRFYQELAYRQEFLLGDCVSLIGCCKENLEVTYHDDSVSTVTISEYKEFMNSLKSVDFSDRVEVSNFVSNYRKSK
Wnt act: Wnt/beta-catenin pathway activation | Wnt/beta-catenin reporter cell assay, activator, plate reader | activation, % at 9.35 µM | 300,000 compounds, 1.2% hits | AID 743398; in the data active = activation above about 30%, passing the limit was not always enough;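 also: 0% = neutral control wells and 100% = positive control wells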
PvdQ acylase: P. aeruginosa PvdQ acylase inhibition; inhibition, % at 10 µM; purified PvdQ acylase, fluorescence plate reader; AID 488965; 340,000 compounds, 0.063% hits; in the data active = inhibition above about 30%, passing the limit was not always enough;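 also: 0% = vehicle neutral wells and 100% = reference inhibitor wells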
CAL PDZ inh: human CAL PDZ-peptide interaction inhibition; Q9HD26; purified CAL PDZ, TMR-peptide fluorescence polarization, 1 h; inhibition, % at 20 µM; 330,000 compounds, 0.02% hits;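 active = highest replicate inhibition of at least 40%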;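 also: plate controls were DMSO neutral control wells for no effect and unlabeled competitor peptide control wells for full effect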
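Test system: purified CerCALP PDZ construct; Compound dosing: one concentration, 20 µM compound; Also added: TMR-labelled reporter peptide T*-PRC34 bound in PDZ groove; Read-out: inhibition from polarization loss; Controls: unlabelled peptide and DMSO controls; Signal: FP readout, S and P plane fluorescence; Incubation: 1 h at RT.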
E coli growth: counter-screen for AddAB inhibitors: E. coli growth inhibition; inhibition, % at 11.9 µM; 330,000 compounds, 0.27% hits; E. coli V3065 growth, OD600 absorbance, 18 h; AID 449728;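 active = inhibition above the campaign's mean inhibition across all tested compounds plus 3 SD, cut at about 9.9% in these data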;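 also: uninfected addAB+ strain grown without phage in ampicillin broth; 0% = DMSO wells and 100% = ciprofloxacin 0.95 µg/ml wells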
DAGLB inhibitor: diacylglycerol lipase beta (human) inhibition; HEK293T DAGLB membrane lysate, EnzChek fluorogenic substrate; inhibition, % at 5.17 µM; 340,000 compounds, 0.059% hits; Q8NCG7; in the data active = inhibition above about 34%;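 also: 0% = enzyme with vehicle and 100% = wells lacking enzyme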
Target sequence (Q8NCG7 whole entry, looked up): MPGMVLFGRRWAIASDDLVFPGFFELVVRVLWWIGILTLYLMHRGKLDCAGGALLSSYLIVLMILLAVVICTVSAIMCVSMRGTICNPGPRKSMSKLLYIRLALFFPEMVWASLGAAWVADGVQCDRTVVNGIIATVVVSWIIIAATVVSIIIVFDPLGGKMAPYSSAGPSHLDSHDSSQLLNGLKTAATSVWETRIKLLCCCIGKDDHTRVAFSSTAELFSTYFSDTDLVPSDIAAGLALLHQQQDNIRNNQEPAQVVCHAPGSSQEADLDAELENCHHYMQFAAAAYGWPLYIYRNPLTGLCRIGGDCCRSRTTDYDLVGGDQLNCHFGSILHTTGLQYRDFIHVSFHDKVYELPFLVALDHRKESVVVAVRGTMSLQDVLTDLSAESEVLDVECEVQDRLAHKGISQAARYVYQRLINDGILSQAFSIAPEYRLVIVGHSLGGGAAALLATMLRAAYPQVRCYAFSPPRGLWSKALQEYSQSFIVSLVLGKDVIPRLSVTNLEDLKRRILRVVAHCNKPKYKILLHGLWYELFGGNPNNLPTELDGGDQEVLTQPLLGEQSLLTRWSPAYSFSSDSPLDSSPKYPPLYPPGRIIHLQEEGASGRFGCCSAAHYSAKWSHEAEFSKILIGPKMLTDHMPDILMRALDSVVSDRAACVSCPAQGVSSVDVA
AddAB inh: less growth of phage-infected E. coli with AddAB; inhibition, % at 11.9 µM; AID 435030; 330,000 compounds, 0.29% hits; E. coli expressing H. pylori AddAB, absorbance growth; in the data active = inhibition above about 12%;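 also: 0% = vehicle wells of infected cells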
phage Ecoli inh: E. coli growth loss with phage present. inhibition, % at 11.9 µM. growth absorbance. 360,000 compounds, 0.26% hits; in the data active = inhibition above about 11%
* marks the source's active call; other numbers are inactive results; nt = no result given.

SMILES	PfHsp90 yeast 2	Tat export inh	Rtt109 HAT inh	Wnt act	PvdQ acylase	CAL PDZ inh	E coli growth	DAGLB inhibitor	AddAB inh	phage Ecoli inh
CCOc1ccccc1C(c1c(C)n(C)n(-c2ccccc2)c1=O)c1c(C)n(C)n(-c2ccccc2)c1=O	-2.6	-6.6	2.2	-1.9	-6.2	-0.7	2.9	-1.0	3.3	0.6
C=CCNc1nnc(Sc2ncccc2[N+](=O)[O-])s1	-20.9	-3.8	0.0	1.4	-9.0	-0.8	-0.4	-1.0	5.3	3.6
CC(=O)OCC1=C(C(=O)O)N2C(=O)C(NC(=O)CCn3nc(C)c(Cl)c3C)C2SC1 (configuration not stated)	-8.6	-1.7	-9.2	-1.8	13.0	-1.1	0.5	0.6	-0.2	2.7
Cc1c(Cl)ccc2c(C(=O)NCCCn3nccc3C)cc(-c3ccccn3)nc12	11.2	1.5	8.3	-2.1	-6.3	-0.4	-0.6	-2.7	3.0	1.2
CC(C)C[C@H](NC(=O)OC(C)(C)C)C(=O)N[C@@H](CO)[C@H](O)[C@@H]1C[C@@H]1C(=O)N1CCCC1	-13.2	1.8	-3.6	-3.7	2.3	-0.3	3.1	1.6	0.4	0.5
CCCCN1CN(Cc2ccccc2)CNC1=S	-21.5	3.2	2.7	5.6	-6.5	-1.9	1.3	3.6	2.9	1.5
COC(=O)C1=C(C)NC2=C(C(=O)CC(C)(C)C2)C1c1ccccn1 (configuration not stated)	10.9	0.8	-36.0	-1.6	-7.7	-2.4	0.6	2.0	0.9	6.1
Cc1ccc(S(=O)(=O)Cc2ccc(C(=O)NCCc3ccccc3)o2)cc1	-15.3	-2.2	5.6	-2.8	-6.5	-0.9	-0.8	-0.8	-1.1	5.2
O=C(O)c1ccc(-c2noc(-c3ccccc3Cl)n2)cc1	5.9	-0.3	-5.4	39.4*	-8.1	-1.0	-0.5	3.1	-2.3	0.3
COc1cc([N+](=O)[O-])cc2sc(NC(=O)c3c(F)cccc3F)nc12	-19.0	6.9	2.3	-0.7	-2.5	-0.1	2.9	-0.3	4.5	2.3
CN(C)CCNC(=O)c1ccc(-c2nn(C)c(=O)c3ccccc23)cc1	nt	0.5	-0.8	-6.4	7.3	-5.1	0.4	0.2	1.5	1.4
CCOC(=O)C1CCN(C(=O)Nc2ccc3snnc3c2)CC1	19.5	5.2	-11.4	-0.2	-10.3	-1.9	-0.5	0.0	1.5	-0.2
CCN1C(=O)[C@H]2[C@@H](c3ccc(-c4ccc(F)cc4)c(OC)c3)N3CCC[C@@]3(C(=O)OC)[C@H]2C1=O	-1.8	-8.7	-3.2	-1.3	0.9	0.8	-2.2	-5.2	4.1	1.3
CCCCNC(=O)c1ccc(CS(=O)(=O)c2cccc(C(F)(F)F)c2)o1	28.1	-3.0	-0.8	-1.0	-13.1	-0.6	-1.6	2.3	-1.0	0.9
COc1ccc(CNC(=O)CN2C(=O)CSc3ccc(S(=O)(=O)N4CCOCC4)cc32)c(OC)c1	-4.6	-0.1	4.7	1.7	-11.2	-0.7	-1.9	-0.3	1.9	-0.5
COC(=O)c1cnn(-c2cc(Oc3cccc(C)c3)ncn2)c1N	-50.5	6.3	-1.0	3.0	-20.0	-0.8	2.7	-2.9	3.9	3.6
O=C(NCCc1ccccc1)c1cc(-c2ccncc2)nc2ccc(S(=O)(=O)N3CCOCC3)cc12	0.3	-1.4	-11.0	-0.7	-11.5	-0.8	1.9	-0.6	2.4	1.7
O=P(NCc1ccccc1)(OCc1ccccc1)OCc1ccccc1	-67.0	1.6	4.0	-0.4	-10.4	-0.4	nt	-4.9	nt	0.7
CC1CC(C)CN(CC(O)COCc2ccccc2)C1 (configuration not stated)	13.5	-3.1	-1.3	1.0	-2.8	-2.7	-1.2	1.2	3.2	3.9
CN1CCN(C(=O)C2CCN(c3ncnc4c3nc3n4CCCCC3)CC2)CC1	-14.7	-14.4	0.2	0.2	-20.1	-3.6	-3.8	-5.6	0.7	2.7

Structures listed so far printed as active in Wnt act.
smiles | PfHsp90 yeast 2 | Tat export inh | Rtt109 HAT inh | Wnt act | PvdQ acylase | CAL PDZ inh | DAGLB inhibitor | AddAB inh | phage Ecoli inh
O=C(O)c1ccc(-c2noc(-c3ccccc3Cl)n2)cc1 | 5.9 | -0.3 | -5.4 | 39.4* | -8.1 | -1.0 | 3.1 | -2.3 | 0.3

(continued)
SMILES	PfHsp90 yeast 2	Tat export inh	Rtt109 HAT inh	Wnt act	PvdQ acylase	CAL PDZ inh	E coli growth	DAGLB inhibitor	AddAB inh	phage Ecoli inh
C=CCn1c(SCC(=O)Nc2sccc2C(N)=O)nc2ccc(Cl)cc2c1=O	nt	3.9	-3.3	nt	-7.3	1.6	-4.5	1.8	1.8	2.1
CCOc1ccccc1/C=N/Nc1ccnc(=O)[nH]1	10.9	-8.0	-0.4	2.3	-14.3	nt	nt	1.1	nt	4.5
CC/C(O)=C1\C(=O)CCCC1=NCc1nc2ccccc2[nH]1	0.5	-2.2	-5.1	0.7	10.5	-0.7	1.5	-0.7	4.9	2.5
COc1ccc(-c2nc3nc(C)cc(=O)n3[nH]2)cc1	-4.6	-7.5	-27.8	nt	-11.6	0.4	-2.4	-1.9	0.3	2.4
CN(CC(=O)Nc1ccc(F)cc1)C(=O)CN1C(=O)c2ccccc2C1=O	-14.6	-1.6	-2.0	2.7	-13.7	0.1	0.5	-1.1	0.3	4.0
O=C(Nc1ccccc1NC(=O)c1ccco1)c1ccco1	nt	-5.0	-11.0	nt	-15.7	-1.3	-2.4	2.6	1.0	2.4
Cc1csc(NC(=O)c2ccc3ccccc3n2)n1	-25.6	-7.4	7.2	26.2	-1.3	-1.6	-2.9	-5.7	-5.4	0.2
CC(=O)c1ccc(NC(=O)C2C3C=CC(O3)C2C(=O)O)cc1 (configuration not stated)	11.1	1.7	16.2	-1.2	11.4	nt	-4.5	-2.4	-1.8	0.4
Cc1cc(OCC(=O)O)c2ccccc2n1	-29.3	2.6	0.0	3.0	-13.3	-0.9	-1.1	-0.1	-0.6	-0.2
O=C(CCCOc1cccc(Br)c1)NC1CCC(O)CC1 (configuration not stated)	-7.4	-0.7	4.6	-3.0	-5.9	0.6	1.8	3.8	0.6	-0.7
C/C(O)=C(/N=O)C(=O)Nc1ccccc1	-2.1	4.3	1.4	0.9	4.0	0.8	-1.6	0.1	-0.4	-0.8
N#Cc1nc(-c2ccccc2Cl)oc1N1CCOCC1	-2.8	3.6	nt	-2.4	5.6	-2.6	-0.4	-3.5	0.6	-2.6
CC(=N)c1c(O)cc(C)oc1=O	-20.5	-3.3	-2.9	0.1	15.6	0.1	nt	0.2	nt	1.3
COc1ccc(C2CC2/C(C)=N/OC(=O)C2CC2)cc1 (configuration not stated)	0.1	24.2	1.0	1.4	4.2	-0.4	-0.3	-3.3	6.8	3.9
COc1ccc(C(=O)c2oc3ccc(OC)cc3c2N)cc1	-17.0	-0.3	-21.0	47.3*	-7.2	-5.7	-1.5	0.5	1.0	1.9
O=C(CC1C(=O)NCCN1Cc1c(F)cccc1Cl)NCCCOc1cccnc1 (configuration not stated)	6.8	7.7	2.4	1.1	1.9	-2.8	1.6	-3.0	3.4	0.0
COc1cc(C(=O)NCc2nnc(SCC(=O)NC3CCCCC3)o2)cc(OC)c1OC	0.2	-3.8	-0.8	3.2	-8.2	-0.8	-0.8	-3.1	1.4	0.4
Cc1cn(C2CC(OC(=O)C(C)C)C(CO)O2)c(=O)[nH]c1=O (configuration not stated)	-6.2	1.3	-26.3	1.9	-11.2	0.1	-1.7	0.9	0.2	0.9
N#Cc1nc(COc2ccccc2)oc1N1CCN(c2cccc(Cl)c2)CC1	-25.5	2.8	-5.6	-2.6	-13.8	-3.9	0.7	-4.8	5.3	2.1
CCCCc1noc(-c2c(-c3ccccc3Cl)noc2C)n1	nt	-1.7	-0.1	0.1	-7.6	-1.2	0.2	-13.8	-1.2	-1.7

2 entries drawn at random from the list so far:
SMILES	PfHsp90 yeast 2	Tat export inh	Rtt109 HAT inh	Wnt act	PvdQ acylase	CAL PDZ inh	E coli growth	DAGLB inhibitor	AddAB inh	phage Ecoli inh
N#Cc1nc(-c2ccccc2Cl)oc1N1CCOCC1	-2.8	3.6	nt	-2.4	5.6	-2.6	-0.4	-3.5	0.6	-2.6
O=C(CCCOc1cccc(Br)c1)NC1CCC(O)CC1 (configuration not stated)	-7.4	-0.7	4.6	-3.0	-5.9	0.6	1.8	3.8	0.6	-0.7

Grouped by structure: those above with a cyano group (two)
SMILES	PfHsp90 yeast 2	Tat export inh	Rtt109 HAT inh	Wnt act	PvdQ acylase	CAL PDZ inh	E coli growth	DAGLB inhibitor	AddAB inh	phage Ecoli inh
N#Cc1nc(-c2ccccc2Cl)oc1N1CCOCC1	-2.8	3.6	nt	-2.4	5.6	-2.6	-0.4	-3.5	0.6	-2.6
N#Cc1nc(COc2ccccc2)oc1N1CCN(c2cccc(Cl)c2)CC1	-25.5	2.8	-5.6	-2.6	-13.8	-3.9	0.7	-4.8	5.3	2.1

(continued)
SMILES	PfHsp90 yeast 2	Tat export inh	Rtt109 HAT inh	Wnt act	PvdQ acylase	CAL PDZ inh	E coli growth	DAGLB inhibitor	AddAB inh	phage Ecoli inh
O=C(NCc1ccccc1Br)c1ccncc1	11.9	-3.3	-4.1	3.2	-8.6	-0.5	-0.2	-2.3	-0.1	0.0
O=C(c1ccc(F)cc1)N1CCOCC1	-9.6	-0.5	5.6	-1.1	-9.4	-2.9	-0.4	-2.5	3.5	2.5
Cc1nc2oc3c(NCc4ccccc4)ncnc3c2c2c1COC(C)(C)C2	12.8	6.0	-5.4	-5.4	-20.0	-2.5	0.4	0.8	-0.1	0.7
Cc1ccc(N/C=C(\C#N)c2ccc(OCCCF)cc2)cc1	-4.0	5.6	-1.7	-4.7	-15.1	-0.6	-0.1	-2.2	-1.1	3.9
COc1ccc(CC(=O)OCc2cc3ccccc3[nH]c2=O)cc1	-13.9	1.2	-7.7	nt	-12.1	-0.4	1.5	-7.0	-0.2	4.3
CN(C)CCCNC(=O)c1ccc(-c2nc(-c3ccc(Cl)cc3)cs2)cc1	-141.9	5.8	16.9	11.1	-9.0	-7.2	-3.5	1.9	0.6	-0.5
CC(NC(=O)c1cccs1)C(c1cccs1)N1CCOCC1 (configuration not stated)	12.7	-5.7	10.2	nt	-8.4	-1.4	-2.2	-0.7	0.9	-2.0
O=C(c1nc2ccccn2c1CNCCCn1nnc2ccccc21)N1CCOCC1	8.6	3.6	0.5	-2.3	-16.3	-0.5	-1.1	2.4	-2.7	0.7
